# Screens: PubChem BioAssay, National Center for Advancing Translational Sciences (NCATS)
# GLP1R inv ag – qHTS of GLP-1 Receptor Inverse Agonists (Inhibition Mode); Glucagon-like peptide 1 receptor (Homo sapiens), P43220; HEK293 GLP-1R CRE-luciferase, luminescence, 24 h; GLP-1R form is constitutively active; Potency, µM (doses to about 38.3 µM), without a hit: top-dose activity change, negative = inhibition, hits mostly inhibitors; hit rate 1.6% among 410,000; AID 624417, 2012; further: potency means the concentration at half of the fitted maximal effect; on the % scale 0 is the no-effect control and ±100 the full control effect; nearly all actives have a fitted effect of over 55% in size
#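 Inverse agonism was detected as reduced cAMP-driven luciferase luminescence after 24 h compound treatment. The cells were HEK293 clones expressing constitutively active human GLP-1R with the reporter. Reporter-only and GPR119 cell lines served as counterscreen controls.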
# aSyn yeast inh – qHTS of alpha-syn Inhibitors | Yeast expressing alpha-synuclein, growth rescue, BacTiter-Glo, 24 h | Potency, µM (top dose mostly 46.1 µM), without a hit: top-dose growth rescue (activation), most hits filed as activators | hit rate 0.14% among 370,000 | AID 652106, 2013; further: potency means the concentration at half of the fitted maximal effect; % of control where 0% means no effect; nearly all actives have a fitted effect of over 65% in size
#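 Rescue of yeast growth: cells expressing toxic alpha-synuclein, induced in galactose at OD600 0.02, incubated with compound 24 h at 30 C. ATP luminescence quantified growth; inhibitors of toxicity appear as activators.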
# Abeta yeast res – qHTS for compounds that reverse cellular toxicity of Amyloid beta (A-beta) peptide in yeast: Primary Screen. yeast expressing A-beta42, growth rescue, OD600, 48 h; response scale: 0% DMSO, 100% iron-clioquinol control. Potency, µM (titrated, usually from 46.1 µM), for inactives: top-dose growth rescue, most hits filed as activators. hit rate 0.063% among 410,000; further: potency means the concentration at half of the fitted maximal effect; nearly all actives have a fitted effect of over 55% in size
#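 Growth rescue measured by 600 nm absorbance after 48 h yeast culture at 30 C with compound. Values normalized between DMSO and an equimolar ferric chloride plus clioquinol control.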
# D3 antag – qHTS of D3 Dopamine Receptor Antagonist: qHTS; D(3) dopamine receptor (Homo sapiens), P35462; D3R cells, DiscoveRx beta-arrestin luminescence, antagonist mode; active compounds read low; max response, negative = inhibition, %; hit rate 2.5% among 360,000; AID 652054, 2013; in the data active means max response below about -50%; inconclusive means no clear call, values can overlap the other calls; further: on the % scale 0 is the no-effect control and ±100 the full control effect; mostly tested at two doses, the higher about 12 µM
# Target sequence (P35462 whole entry, looked up): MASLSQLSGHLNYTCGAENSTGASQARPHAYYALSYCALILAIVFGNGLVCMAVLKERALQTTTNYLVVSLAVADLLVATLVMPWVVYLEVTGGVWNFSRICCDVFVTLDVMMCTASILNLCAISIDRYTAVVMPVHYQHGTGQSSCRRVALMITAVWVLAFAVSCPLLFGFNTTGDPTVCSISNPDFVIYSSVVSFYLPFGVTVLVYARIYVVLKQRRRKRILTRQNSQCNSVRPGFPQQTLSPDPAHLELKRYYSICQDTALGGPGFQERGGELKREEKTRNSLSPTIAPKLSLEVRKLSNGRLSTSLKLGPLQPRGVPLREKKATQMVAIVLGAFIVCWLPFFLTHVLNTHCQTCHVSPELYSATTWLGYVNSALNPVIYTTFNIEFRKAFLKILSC
#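 Cells expressing the human receptor were seeded at 1500 cells/well, incubated overnight at 37 degrees C in 5% CO2, then exposed to library compounds with dopamine controls for 90 minutes at 37 degrees C before luminescent detection.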
# FUS yeast rescue – qHTS for Suppressors of FUS Proteinopathy: Primary screen using FUS-linked yeast assay | Potency, µM (doses to about 76.6 µM), inactives show at the highest dose growth rescue (activation), usual class: activators | hit rate 0.24% among 390,000 | S. cerevisiae FUS-expressing, growth rescue, OD600, 24 h | AID 1347120, 2019;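 further: potency means the concentration at half of the fitted maximal effect; plate controls were DMSO vehicle for no effect and reference control for full effect; nearly all actives have a fitted effect of over 55% in size; some results filed as inactive show a strong effect at the top dose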
#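 Restored growth of FUS-toxic S. cerevisiae, read as 600 nm absorbance after 24 h at 30C in galactose medium (starting OD 0.005). Controls CP55940 and DMSO.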
# PTHR1 agonist – qHTS for PTHR1 Agonists: Primary Screen. Parathyroid hormone/parathyroid hormone-related peptide receptor (Homo sapiens), Q03431. HEK293 GP2 PTHR1 cells, GloSensor cAMP luminescence, 1 h. Potency, µM (series often up to 115 µM), for inactives: at the top dose activation, actives largely listed as activators. hit rate 0.075% among 410,000. AID 743266, 2014; further: potency means the concentration at half of the fitted maximal effect; nearly all actives have a fitted effect of over 55% in size; some results filed as inactive show a strong effect at the top dose; inactives centre near -15; many of its hits are not listed in these tables
# Target sequence (Q03431 whole entry, looked up): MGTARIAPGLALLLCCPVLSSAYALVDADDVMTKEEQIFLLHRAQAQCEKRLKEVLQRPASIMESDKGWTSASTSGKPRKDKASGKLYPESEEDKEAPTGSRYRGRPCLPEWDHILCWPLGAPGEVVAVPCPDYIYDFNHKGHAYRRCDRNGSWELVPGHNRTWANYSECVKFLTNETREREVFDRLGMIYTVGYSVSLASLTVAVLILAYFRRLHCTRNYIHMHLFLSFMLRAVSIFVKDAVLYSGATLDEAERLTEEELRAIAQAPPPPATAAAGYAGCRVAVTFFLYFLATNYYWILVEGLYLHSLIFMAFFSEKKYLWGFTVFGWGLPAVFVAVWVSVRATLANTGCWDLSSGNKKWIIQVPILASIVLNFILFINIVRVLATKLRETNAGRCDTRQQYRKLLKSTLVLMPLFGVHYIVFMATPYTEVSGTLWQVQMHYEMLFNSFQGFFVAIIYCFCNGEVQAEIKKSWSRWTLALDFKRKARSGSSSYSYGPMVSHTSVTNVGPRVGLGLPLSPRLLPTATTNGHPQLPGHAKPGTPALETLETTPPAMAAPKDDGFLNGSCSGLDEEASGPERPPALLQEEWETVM
#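 HEK-293-derived GP2 cells expressing PTHR1 and a GloSensor cAMP reporter, 3,000/well, plated overnight, given luciferin plus IBMX (each 0.5 mM as added) for 1 h at 37 °C, then compound for 1 h at 37 °C. Luminescence was read after 15 min at room temperature.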
# TDP-43 yeast inh – qHTS of TDP-43 Inhibitors | AID 652104, 2013 | Potency, µM (top dose mostly 46.1 µM), without a hit: at the top dose growth rescue (activation), usual class: activators | hit rate 1.8% among 410,000 | TDP-43 expressing yeast growth rescue, BacTiter-Glo, 24 h; further: potency means the concentration at half of the fitted maximal effect; % of control where 0% means no effect; nearly all actives have a fitted effect of over 50% in size
#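 Growth rescue of TDP-43-toxic yeast measured as ATP luminescence (BacTiter-Glo). Cells grown to mid-log in raffinose, induced in galactose at OD600=0.02, exposed to compound 24 hr at 30 deg C.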
# pAkt inh – HTS Assay for Inhibitors of Akt Phophorylation: Primary Screen. activity change, % for hits at 50 µM. Neuro2A IGF-stimulated pAkt S473 HTRF, 20 min; active compounds read low. AID 651550, 2012. hit rate 0.32% among 360,000; in the data active means activity change below about -80%; inconclusive means mostly about -51% to -80%; further: on the % scale 0 is the no-effect control and ±100 the full control effect
#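 Neuro2A cells in DMEM with 0.5% FBS, overnight at 37 deg C, given compound at single 50 µM final, then IGF (6 nM final) for 20 min at 37 deg C. Lysed; phospho-Akt Ser473 by HTRF after 24 h, 665/615 ratio.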
# GLP1R ag – qHTS of GLP-1 Receptor Agonists | Glucagon-like peptide 1 receptor (Homo sapiens), P43220 | HEK293 GLP-1R CRE-luciferase, luminescence, 4-6 h; cells express a hypersensitive GLP-1R form | Potency, µM (highest dose often 45.6 µM), for inactives: at the highest dose activation, most hits filed as activators | hit rate 0.007% among 380,000; further: potency means the concentration at half of the fitted maximal effect; % of control where 0% means no effect
# Numbers without * were called inactive; i = inactive; ? = inconclusive; · = no result given; & = joins results of further samples; [ ] = dose if it differs, or a comment. Unless noted, the call rests on the fitted dose curve; in most records, active means well fitted curve in the direction sought with a large enough effect; inconclusive means small, poorly fitted or top-dose-only effect, or another doubt; inactive means no such curve, though single readings can be large; an effect the other way counts as inactive or inconclusive. Some of the compounds tested. The share of hits here may be higher or lower than overall.
Compound,GLP1R inv ag,aSyn yeast inh,Abeta yeast res,D3 antag,FUS yeast rescue,PTHR1 agonist,TDP-43 yeast inh,pAkt inh,GLP1R ag
Cc1cc(O)c2c(c1)C(=O)C13C(=C2O)C(=O)[C@H]2[C@@H](O)[C@@H]1[C@H]1[C@H](O)[C@@H]3C(=O)C3=C(O)c4c(O)cc(C)cc4C(=O)C312 (some centres undefined),-13%,-22%,-51%[inhibitor],-14,34%,-33%[inhibitor],5%,i,-5%
CC(C)OP(=O)(OC(C)C)C(O)c1ccc(Br)cc1 (centres undefined),-21%,8%,9%,-20,·,-32%,-6%,i,4%
O=C(Cc1ccccc1)NC(Cc1ccc(Cl)cc1)C(=O)O (centres undefined),12%,-3%,-8%,2,7%,i,-6%,i,-1%
Cc1c(C=O)c2ccccc2n1Cc1ccc(F)cc1,?,11%,-5%,1,-6%,-39%[inhibitor],3%,i,1%
C[C@@H]1C[C@@H]2O[C@H]2/C=C\C=C\C(=O)Cc2c(Cl)c(O)cc(O)c2C(=O)O1,?,7.9µM*,?,-10,-8%,-30%,11µM*,i,-4%
CCC/C(=N\O)c1c[nH]c2ccccc12,-1%,-10%,1%,-20,-10%,-3%[57.5 µM],12%,i,-9%
CC(C)N1OC2CC1c1nc3ccccc3n1C2 (centres undefined),8%,-2%,-4%,0,-22%,-23%,-2%,i,-1%
CCC1(CCC(C)C)C(=O)NC(=S)NC1=O,-18%,0%,-1%,-9,-5%,-61%[inhibitor],-20%,i,7%
CN1CCN(c2ccc(C=O)cc2)CC1,7%,5%,5%,-20,1%,i,-3%,i,22%
CCc1ccc2c(CN3CC=C(c4ccccc4)CC3)cc(=O)oc2c1,?,6%,28%,3,20%,i,12%,i,-12%
O=c1c2ccccc2nc(-c2cccs2)n1-c1ccccc1,2µM*,2%,-3%,2,10%,i,21%,i,12%
COc1ccc(OCC#CCN2CCC(C)CC2)cc1,?,-16%,-4%,?,27%,4%,-20%,i,2%
O=C(Nc1cccc(OC(=O)N2CCCCC2)c1)N1CCCCC1,-22%,-4%,3%,-25,5%,i,-1%,i,-4%
C=CCc1ccc(OCCn2nnc3ccccc32)c(OC)c1,-23%,?,?,10,-7%,-93%[inhibitor],?,i,17%
Cc1ccc(/C(CSc2nccn2-c2ncc(C(F)(F)F)cc2Cl)=N\O)cc1,3.5µM*,0%,1%,38,9%,-33%[inhibitor][57.5 µM],0%,i,5%
O=C1NC(=O)N(c2ccccc2)C(=O)/C1=C/C=C/c1ccco1,43%[activator],4%,22%,13,17%,-43%[inhibitor],7%,i,-3%
Cn1cc(C(=O)OCC(=O)N2CCCCC2)c2ccccc21,13%,6%,-2%,1,6%,-13%,-4%,i,4%
O=C1CN=C(c2ccccc2)c2cc(Br)ccc2N1,-22%,10%,-1%,35,-2%,i,-22%,i,10%
C[C@]12CCC3C(CC[C@H]4C[C@H](O)CC[C@]34C)C1[C@@H](O)C[C@@H]2O (some centres undefined),3%,0%,-2%,13,0%,i,11%,i,-3%
O=C(CCCc1ccccc1)NCCc1cnc[nH]1,29%,-7%,-8%,-11,-17%,-5%,1%,i,6%
CCNC(=O)C1OC(n2cnc3c(N)ncnc32)C(O)C1O (centres undefined),8%,0%,0%,0,4%,-14%[57.5 µM],0%,·,-2%
COc1ccc2[nH]c(C)c(CCNCc3cn(C)c4ccccc34)c2c1,2.8µM*,-12%,-6%,0,·,i,0%,i,-4%
CCc1nc(SC)ncc1C(=O)Nc1ccc(Cl)cc1C(=O)c1ccccc1,-15%,·,2%,·,-23%,-39%[inhibitor],13%,·,·
CCOP(=S)(OCC)N1CCOCCOCCN(P(=S)(OCC)OCC)CCOCCOCC1,?,1%,13%,17,?,-6%,-7%[0.397 µM],i,14%
c1ccc2nc(OCCN3CC3)ccc2c1,-16%,-3%,1%,2,24%,i,-9%,i,8%
Cc1ccc(C(C)C)c(OCC(=O)N2CCN(Cc3nc4cc([N+](=O)[O-])ccc4n3C)CC2)c1,2%,6%,3%,18,-31%,-7%,20%,i,-8%
CCN(CC)c1ccc(/C=C2\C(=O)NC(=O)N(Cc3ccco3)C2=O)cc1,-7%,2%,3%,0,·,i,1%,i,-8%
CCOP(=O)(OCC)C(O)c1ccc(N(C)C)cc1 (centres undefined),7%,-1%,3%,-8,-3%,i,-24%,i,-1%
CN1CCN(Cc2ccc(OC(F)(F)F)cc2)CC1,-20%,-5%,-17%,20,17%,-24%[57.5 µM],-13%,i,2%
CC1CCN(CC#CCOc2ccc(Cl)cc2)CC1,?,0%,2%,-105*,2%,-14%,-9%,i,2%
O=C1NC(=O)C2(Cc3ccccc3N3CCCC32)C(=O)N1c1ccc(Cl)cc1 (centres undefined),0%,5%,10%,16,?,i,-8%,i,-4%
COC(=O)C1=C(c2ccc(OC(F)(F)F)cc2)C[C@@H]2CC[C@H]1N2C(=O)NCCOc1ccc(OC)cc1,?,10%,-10%,22,?,-49%[inhibitor],16%,i,-1%
CCCCn1c(O)c(C(CC)=NCc2ccc(F)cc2)c(=O)[nH]c1=O,?,5%,-7%,51,?,i,22µM*,i,1%
Clc1cc(Cl)cc(NC2=NCCS2)c1,-28%,-9%,-15%,23,1%,-2%,2%,i,11%
Cc1ccccc1-n1c(C)nc2sccc2c1=O,8%,0%,0%,5,16%,i,5%,i,2%
CCN(CC)C(=O)c1cccc(-c2csc(C(C)(O)c3ccccc3)n2)c1 (centres undefined),?,-4%,23%,14,31%,-40%[inhibitor],23%,i,-7%
CN1CCC2(CC1)NC(=O)C1=C(CN(C)CC1)N2,4%,7%,6%,-8,18%,i,-4%,i,-3%
CCOC(=O)C1(CCOc2ccccc2)CCN(C(C)CSC)CC1 (centres undefined),?,1%,24%,-29,0%,-27%,8%,i,-2%
CCOC(=O)c1[nH]c2ccc(OC)cc2c1C(SCC(=O)O)c1ccc(C(F)(F)F)cc1 (centres undefined),?,-10%,7%,-14,?,-5%,1%,i,1%
Cc1cccc(C)c1OP(N)(=O)OCC(F)(F)F (centres undefined),8%,8%,4%,1,·,i,8%,i,0%
COc1ccc(N2C(=O)NC(=O)/C(=C\c3cn(C)c4ccccc34)C2=O)cc1,14%,-3%,-8%,-2,0%,i,-15%,i,-7%
COc1cc2c(c(OC)c1OC)-c1ccc(O)c(=O)cc1[C@@H](NC(C)=O)CC2,?,-9%,-14%,0,-14%,3%,0%,i,1%
Cc1cc(C(=O)Nc2ccc3c(c2)OCCO3)nn1C(C)(C)C,16%,-5%,-10%,-7,-6%,-33%[inhibitor],12%,i,15%
COc1cc(C(=O)OCc2cc(=O)c(O)co2)ccc1OC(F)F,?,2%,-14%,-6,2%,i,-10%,i,22%
O=[N+]([O-])/C=C1\NCCN1Cc1ccc(Cl)nc1,8%&12%,0%&-5%,-1%&6%,-5&7,10%&5%,-24%,-15%&-9%,i,3%&8%
Nc1cc(C(=O)Nc2ccccc2F)ccc1N1CC2CC(C1)c1cccc(=O)n1C2 (centres undefined),-28%,-4%,-7%,-3,7%,-6%,3%,i,-1%
O=C(CCCCCn1c(=S)[nH]c2ccccc2c1=O)N1CCC2(CC1)OCCO2,9%,-5%,1%,1,14%,-8%[57.5 µM],7%,i,10%
C=CC1CN2CCC1CC2C(OC(C)=O)c1ccnc2ccc(OC)cc12 (centres undefined),-7%,-5%,4%,10,7%,-38%[inhibitor],0%,i,0%
CC12CC[C@H]3[C@@H](CCC4(O)C[C@H](O)CCC34/C=N/NC(=O)c3ccc(O)cc3)C1(O)CCC2C1=CC(=O)OC1 (some centres undefined),17%,2%,-5%,2,-21%,i,9%,i,-4%
N#CC1(c2ccccc2)CCN(C2CC(=O)N(c3cccc(F)c3)C2=O)CC1 (centres undefined),-6%[7.66 µM],17%,15%,-6,13%,i,21%[9.22 µM],i,0%
CC1CCN(CCc2nc3ccccc3[nH]2)CC1,3%,0%,-5%,-2,38%,i,-17%,i,7%
N#CC(C#N)=Cc1cccnc1,5%,2%,-26%,-1,-38%,-3%,2%,i,-1%
Cc1ccc(CS(=O)(=O)Cc2ccc(C(=O)N3CCC4(CC3)OCCO4)o2)cc1,-5%,0%,15%,6,9%,-2%[57.5 µM],-16%,i,2%
CC1C(=O)OC2CCN3CC=C(COC(=O)C(C)(O)C1(C)O)C23 (centres undefined),-20%,1%,-1%,0,3%,i,23%,i,-4%
O=C1CN=C(c2ccccc2)c2ccccc2N1Cc1ccc(C(F)(F)F)cc1,?,12%,-21%,2,21%,-39%[inhibitor],-1%,i,-1%
Cc1ccc(Cn2nnnc2CN2CCC(n3nnc4cc(C(F)(F)F)ccc43)CC2)cc1,10µM*,14%,-13%,-22,38%,-22%,?,i,-1%
N#Cc1ccc(N2CCNCC2)c(F)c1,-5%,6%,?,0,-22%,i,10%,i,1%
